Cl transport mod – KCC2 cotransporter modulators, thallium flux, primary screen, cell-based, HEK293 KCC2, FluoZin-2 fluorescence, MLSMR | 2.2% of 190,000 active | AID 1456, 2008 | Solute carrier family 12 member 5 (Homo sapiens), Q9H2X9 | KCC2 cells, thallium flux FluoZin-2 fluorescence | B-score of Tl+ flux slope (higher = more flux/activation; lower = inhibition) at 10 µM;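 active = thallium flux slope and its plate-corrected score both differing from the plate sample mean at a set confidence after two filtering rounds, in either direction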;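 also: slope of fluorescence scaled to starting intensity during 10 to 20 s after thallium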
EBV gp42 block – Epstein-Barr virus gp42 inhibitors, primary screen, biochemical, uHTS, fluorescence polarization | Glycoprotein 42 (Epstein-Barr virus (strain AG876)), Q1HVG2 | Fluorescence polarization binding assay, mP read-out | inhibition, % (tested at 21.74 µM) | 0.42% of 220,000 active; in the data active = inhibition above about 50%
KLK5 inh – human KLK5 protease inhibitors, primary screen, biochemical, 1536-well; 0.59% of 210,000 active; recombinant hK5, fluorogenic AMC substrate cleavage; AID 873, 2007; inhibition, % at 5 µM;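 active = inhibition of 40% or more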;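 also: 0% = enzyme controls without compound and 100% = no-enzyme blanks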
Furin inhibitor – human furin inhibitors, primary screen, biochemical, fluorescence intensity; purified furin, fluorogenic substrate cleavage; inhibition, % at 30 µM; AID 463115, 2010; P09958; 0.061% of 220,000 active; in the data active = inhibition above about 25%; also: inactives centre near -15
Target sequence (P09958 108-714 limits assumed): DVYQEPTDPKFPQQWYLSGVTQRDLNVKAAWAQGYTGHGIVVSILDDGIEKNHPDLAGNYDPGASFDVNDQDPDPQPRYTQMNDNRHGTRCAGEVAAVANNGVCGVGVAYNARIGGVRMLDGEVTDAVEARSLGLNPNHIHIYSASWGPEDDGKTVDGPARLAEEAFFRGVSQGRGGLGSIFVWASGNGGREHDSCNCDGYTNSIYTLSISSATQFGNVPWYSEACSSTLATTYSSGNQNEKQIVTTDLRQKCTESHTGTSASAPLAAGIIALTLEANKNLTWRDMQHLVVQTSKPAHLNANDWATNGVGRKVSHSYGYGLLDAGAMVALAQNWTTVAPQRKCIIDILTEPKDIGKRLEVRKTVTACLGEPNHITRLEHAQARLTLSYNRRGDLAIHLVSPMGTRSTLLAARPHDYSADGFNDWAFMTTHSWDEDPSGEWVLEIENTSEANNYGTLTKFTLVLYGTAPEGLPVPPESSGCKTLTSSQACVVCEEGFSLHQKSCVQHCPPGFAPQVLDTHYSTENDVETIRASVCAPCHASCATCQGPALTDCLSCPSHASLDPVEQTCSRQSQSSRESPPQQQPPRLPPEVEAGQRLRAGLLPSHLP
thrombin 1536 – human alpha-thrombin inhibitors, primary screen, counter-screen for coagulation protease inhibitor project, biochemical, 1536-well, fluorogenic AMC substrate; Prothrombin (Homo sapiens), P00734; inhibition, % at 5 µM; Boc-VPR-AMC fluorogenic substrate cleavage; 0.26% of 220,000 active;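 active = inhibition at or above 40%; inactive = inhibition below 40%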;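 also: 0% = enzyme with no compound and 100% = wells without enzyme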
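Test system: human alpha-thrombin; medium: pH 7.5 Tris-saline with Tween 20; times: reaction at room temperature; signal: AMC fluorescence at 355 nm excitation and 460 nm emission; also added: Boc-VPR-AMC substrate, 15 µM final; dosing: one concentration per compound, 5 µM, with 0.2% DMSO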
Rad51 HR inh – human RAD51 strand exchange inhibitors, primary screen, biochemical, fluorescence; DNA repair protein RAD51 homolog 1 (Homo sapiens), Q06609; hRad51 DNA strand exchange, fluorescence dequenching; inhibition, % at 10 µM; 0.085% of 200,000 active; AID 1385, 2008;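 active = inhibition above 40% at the single screening dose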;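 also: 0% = DMSO control wells and 100% = blanks with heterologous ssDNA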
Target sequence (Q06609 whole entry, looked up): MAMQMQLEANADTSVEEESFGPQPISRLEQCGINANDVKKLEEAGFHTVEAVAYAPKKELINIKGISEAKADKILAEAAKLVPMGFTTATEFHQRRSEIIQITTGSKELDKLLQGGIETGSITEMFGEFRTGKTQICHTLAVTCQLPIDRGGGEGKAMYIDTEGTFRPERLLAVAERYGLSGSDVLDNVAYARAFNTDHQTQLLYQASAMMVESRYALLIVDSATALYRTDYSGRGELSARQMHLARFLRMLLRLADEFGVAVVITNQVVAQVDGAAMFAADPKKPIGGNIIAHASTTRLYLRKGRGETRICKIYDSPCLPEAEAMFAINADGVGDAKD
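Test system: preformed human Rad51 ssDNA filaments; also added: Donor/quencher-labelled 47-bp dsDNA substrate; doses: 10 µM final, single point; times: 37 °C 15-min filament assembly, 30-min compound preincubation, 15-min exchange; detection: FRET fluorescence dequenching, excitation 485 nm, emission 520 nm; read-out basis: Fluorescence-based percent inhibition, control- and blank-normalised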
14-3-3 Bad PPI – inhibitors of 14-3-3 zeta/Bad binding, primary screen, biochemical, TR-FRET, bovine 14-3-3 zeta; TR-FRET 14-3-3zeta/Dy647-pBad peptide displacement, 1 h; inhibition, % at 21.7 µM; 0.71% of 220,000 active; AID 781, 2007;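 active = inhibition above about 70%, limit read from the data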;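 also: 0% = full 14-3-3 plus peptide FRET controls and 100% = background without 14-3-3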
eIF4E 4G PPI – eIF4E–eIF4G protein interaction inhibitors, primary screen, biochemical, uHTS, TR-FRET, eIF4GI fragment | Eukaryotic translation initiation factor 4E (Mus musculus) + Eukaryotic translation … | TR-FRET eIF4E-eIF4GI(517-606) binding, 2 h | inhibition, % at 21.7 µM | 0.37% of 220,000 active;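 also: 0% = full FRET control wells and 100% = background wells lacking eIF4GI fragment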
NCF1 inh – p47phox/p22phox peptide binding inhibitors, primary screen, biochemical, uHTS, NADPH oxidase regulatory subunit; fluorescence polarization, 2 h; inhibition, % at 24.7 µM; 0.53% of 220,000 active; Neutrophil cytosol factor 1 (Homo sapiens), P14598;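 also: 0% = p47phox with labelled peptide and 100% = labelled peptide alone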
* marks the source's active call; other numbers are inactive results; . = not tested or not shown; [ ] = dose if it differs, or a comment.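 The calls were made as follows, unless noted: active = inhibition above about 30% (limit read from the data); inactive = the rest.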 Rows were taken by chance; 4.7% or so of the library scored in one or more.

SMILES	Cl transport mod	EBV gp42 block	KLK5 inh	Furin inhibitor	thrombin 1536	Rad51 HR inh	14-3-3 Bad PPI	eIF4E 4G PPI	NCF1 inh
O=C(CC1(O)C(=O)N(Cc2ccc3c(c2)OCO3)c2ccccc21)c1ccccc1 (stereo unspecified)	-0.0311	-0.8	10.3	-22.1	-1.7	5.3	-4.5	-2.2	-15.6
Cc1cccc(-c2n[nH]c(=S)n2/N=C/C=C/c2ccco2)c1	19.9*	1.3	0.3	-8.5	-1.8	-4.7	-6.6	0.9	-20.2
CCn1c2ccccc2c2cc([N+](=O)[O-])ccc21	-0.464	-20.9	-0.4	-9.6	.	-2.7	-5.3	0.9	-10.9
O=C(O)C1CCCN1C(=O)Oc1ccccc1 (stereo unspecified)	.	3.4	-2.1	-23.1	-6.3	-6.4	-3.9	-2.1	2.6
Nc1ccc2nc(-c3cccs3)[nH]c2c1	0.18	2.2	-48.0	-16.0[20 µM]	-11.2	-14.0	-10.6	4.0	-2.2
CC(C)(C)C(=O)Nc1c2c(nc3c1CCC3)CCCC2	.	-6.1	-7.4	-11.4[20 µM]	0.3	-1.1	3.9	-6.6	-16.4
O=C1c2ccccc2C(=O)N1CCCCSc1nnc2c(Cl)cc(Cl)cn12	0.463	-10.5	2.1	-13.3[20 µM]	-3.4	0.7	2.0	-8.1	-4.3
COc1ccccc1C(=O)Nc1ccc(Oc2ncnc3sc(-c4ccccc4)cc23)cc1	.	-20.4	-22.9	-13.4	0.0	5.2	7.9	0.8	-13.0
Cc1ccc(NC2CC(=O)N(c3ccc(C)cc3)C2=O)cc1 (stereo unspecified)	0.62	-9.5	1.0	-14.9[20 µM]	5.2	15.6	-17.2	5.2	-11.8
CCOCc1c(C(=O)OCC(=O)Nc2ccc(C)c(S(=O)(=O)N(C)C)c2)oc2ccccc12	-1.37	2.2	-3.7	-13.0	-8.5	-2.6	0.2	-2.6	-10.8
CCOCCCNS(=O)(=O)c1ccc2c(c1)OCCO2	.	-24.4	1.5	-15.9	0.3	-7.1	7.8[fluorescence artefact?]	-0.2	-5.8
O=C1CN(S(=O)(=O)c2ccc(F)cc2)CC(=O)N1CCc1ccccc1	0.552	-29.9	-0.6	-8.2	0.6	-7.1	-4.4	8.2	-3.0
CCN1C(=O)/C(=C\c2ccncc2)SC1=S	-0.834	-1.6	-3.8	-15.7	3.0	-1.1	4.9	-5.5	4.5
O=S(=O)(c1cnc(Cl)c(Br)c1)N1CCN(c2ncccn2)CC1	0.204	-10.9	-7.6	-20.9	4.7	9.8	1.0	-3.3	-9.1
O=C(NCc1ccccc1)C(c1ccco1)N(C(=O)c1ccccn1)c1ccc(F)cc1 (stereo unspecified)	-1.48	-14.5	-15.7	-18.2	0.8	-4.4	-3.6	-3.1	-4.0
COc1ccc(-n2nc(C)c3sc(C)nc3c2=O)cc1	0.637	-6.7	2.6	-11.2	2.6	-5.7	-3.7	2.1	0.0
O=C(c1ccc2c3n(nc2c1)-c1ccccc1CO3)N1CCOCC1	-1.72	-12.8	3.8	-17.9	-0.7	9.5	-7.5	-4.4	6.3
OC(CN1CCOCC1)C12CC3CC(CC(C3)C1)C2 (stereo unspecified)	0.204	-23.8	1.6	-22.9	5.1	5.0	0.8	3.2	-7.0
COc1ccc(C(C(=O)NC2CCCC2)N(C(=O)c2ccoc2C)c2ccc(C)c(C)c2)cc1 (stereo unspecified)	-1.42	10.4	-12.0	-0.2	1.2	2.4	-6.8	3.5[fluorescence artefact?]	-19.6
O=C(CSc1nnc(Cc2ccccc2)o1)Nc1ccc2c(c1)OCO2	-3.74	-15.4	-13.6	-13.2[20 µM]	-0.9	0.6	-7.5	-3.0	-8.2
S=C(NCC1CCCO1)Nc1ccc(Cl)c(Cl)c1 (stereo unspecified)	0.742	-3.2	4.9	-15.5	3.0	11.9	-12.0	-4.7	-2.7
CC(=O)OCC(=O)Nc1ccccc1C	0.0273	-7.7	0.7	-7.2	-6.4	-10.0	25.5	6.6	2.5
Cc1ccc(Cl)cc1NC(=S)NN	0.975	1.0	8.6	-13.7	-4.0	-19.8	-4.9	-2.4	-6.5
c1ccc2c(c1)cnc1ccccc12	-2.73	-12.5	-2.7	-12.7	-1.9	-1.0	7.6	2.2	-7.1
CCOC(=O)c1sc(NC(=O)CCN2CCCCCC2)c(C(=O)OCC)c1C	-0.0935	-7.7	8.9	-1.4	-15.5	2.2	1.1	-3.8	-11.5

Look-ups from the entries so far.
Under Rad51 HR inh, COc1ccc(-n2nc(C)c3sc(C)nc3c2=O)cc1 is listed with -5.7
Under eIF4E 4G PPI, CC(=O)OCC(=O)Nc1ccccc1C is listed with 6.6

Reformatted with values under each structure: part of the list above.
Each structure is followed by: Cl transport mod	EBV gp42 block	KLK5 inh	Furin inhibitor	thrombin 1536	Rad51 HR inh	14-3-3 Bad PPI	eIF4E 4G PPI	NCF1 inh
O=C(c1ccc2c3n(nc2c1)-c1ccccc1CO3)N1CCOCC1
→ -1.72	-12.8	3.8	-17.9	-0.7	9.5	-7.5	-4.4	6.3
CCn1c2ccccc2c2cc([N+](=O)[O-])ccc21
→ -0.464	-20.9	-0.4	-9.6	.	-2.7	-5.3	0.9	-10.9
COc1ccccc1C(=O)Nc1ccc(Oc2ncnc3sc(-c4ccccc4)cc23)cc1
→ .	-20.4	-22.9	-13.4	0.0	5.2	7.9	0.8	-13.0
O=C(NCc1ccccc1)C(c1ccco1)N(C(=O)c1ccccn1)c1ccc(F)cc1 (stereo unspecified)
→ -1.48	-14.5	-15.7	-18.2	0.8	-4.4	-3.6	-3.1	-4.0

The results go on.
SMILES	Cl transport mod	EBV gp42 block	KLK5 inh	Furin inhibitor	thrombin 1536	Rad51 HR inh	14-3-3 Bad PPI	eIF4E 4G PPI	NCF1 inh
O=C(c1ccc(Cn2c(=O)[nH]c3ccccc3c2=O)cc1)N1CCN(c2ccc(F)cc2)CC1	.	9.6	-9.3	-4.4	-4.9	8.8	0.8	-4.6	-11.3
COc1cccc(NC(=O)COC(=O)c2nc(Cl)ccc2Cl)c1	-0.452	-10.9	-0.5	-24.3	-0.9	3.5	-4.9	-1.8	-6.3
Cc1nc(SCc2ccccc2)c2oc3ccccc3c2n1	-0.686	-19.6	-5.0	-6.8	-11.7	.	3.2	-43.9	-8.6
CCO[C@@H]1OC(C(=O)N2CCN(Cc3ccccc3)CC2)=C[C@H](c2csc3ccccc23)[C@H]1CCCO	-2.21	-3.3	4.2	-27.5	0.0	5.4	2.3	0.6	.
O=C(Nc1nccs1)NC1CCCCC1	.	10.9	3.5	-19.8	-0.3	0.7	-9.2[fluorescence artefact?]	0.6[fluorescence artefact?]	-10.8
COc1ccc2c(c1)c(CC(=O)Nc1ccc(C)cc1)c(C)n2C(=O)c1ccc(Cl)cc1	-0.0352	-5.4	-2.4	-4.4[20 µM]	2.4	-0.8	15.2	-2.2	-3.6
Cc1c(Cl)c([N+](=O)[O-])nn1Cc1ccc(C(=O)Nc2ccc(Cl)cn2)o1	-0.727	3.3	-11.7	-7.4	-5.3	6.5	-4.7	0.6	-3.5
CCN(Cc1ccccc1)Cc1cccc([N+](=O)[O-])c1	.	-26.1	-4.6	-16.3[20 µM]	3.3	0.0	7.3	2.8	-8.3
O=C(NCc1ccc(F)cc1)C(c1ccccc1)N(CC1CCCO1)C(=O)Cn1nnc2ccccc21 (stereo unspecified)	-0.0113	-12.9	-3.0	-19.6[20 µM]	-3.4	0.0	-6.2	5.0	-7.0
O=C1CCCCCN1Cc1nnc(SCc2nc3ccccc3s2)n1-c1ccccn1	0.246	-23.1	-0.9	-4.2	3.0	-2.6	-3.1	-12.5	-15.1
CCC(COC(=O)Nc1cccc(C)c1C)NC(=O)OCC(C)C (stereo unspecified)	-0.919	-6.5	-20.5	-16.6[20 µM]	-5.5	2.3	22.9	2.2	1.6
Clc1ccc(OCc2nc(-c3ccccn3)no2)c(Br)c1	-0.712	4.9	0.0	-18.1	4.7	3.5	8.8	2.4	-5.4
CC(Cl)C(=O)c1ccc2c(c1)CCN2C(=O)C1CC1 (stereo unspecified)	1.89	-10.2	4.9	-12.1	15.1	-4.8	16.3	0.1	-3.4
Cc1c(NC(=O)c2ccco2)cccc1-c1nc2cccnc2s1	-1.15	10.5	-11.1	-32.7	-1.1	-2.3	5.3	1.7	-11.3
CCN(CC)CCOc1ncnc2c1oc1ccccc12	.	-12.2	-21.6	-1.5	-7.9	-4.7	4.3	-4.7[fluorescence artefact?]	-3.1
Cc1nc(C)c(C(=O)Nc2cccc(C)c2C)o1	0.499	-7.4	-9.1	-23.3	-2.1	0.7	3.4	3.2[fluorescence artefact?]	-17.9
C[C@@H](Oc1ccccc1)c1nnn(Cc2ccccc2)c1-c1c([C@@H](C)Oc2ccccc2)nnn1Cc1ccccc1	0.64	-13.7	0.0	-19.6	-5.1	-7.1	-4.2	0.7	-12.5
Cc1ccc(-c2c(C(=O)NNC(=S)NCC3CCCO3)csc2C)cc1 (stereo unspecified)	0.752	-3.4	-5.5	-27.9	-8.8	-0.2	-6.3	2.0	5.2
CCOc1ccc(NC(=O)CSc2nnc(Cn3c(=O)sc4ccccc43)n2C)cc1	0.37	-20.6	-7.0	-28.8	-5.3	-4.5	2.4	-2.6	-6.8
CCN1CCN(C(=O)/C=C/c2c(F)cccc2Cl)CC1	-1.13	-11.6	25.8	-7.7	29.8	10.7	5.6	5.9	-11.0
COc1ccc(NC(=O)COC(=O)CCCN2C(=O)c3ccccc3C2=O)cc1Cl	-0.758	-4.4	-11.8	-11.4	-4.3	.	3.6	-1.9[fluorescence artefact?]	-4.6
CC1CCCCC1NC(=O)Cn1c(CN2CCCCC2)nc2ccccc2c1=O (stereo unspecified)	0.865	-4.4	18.0	-18.7	-4.9	10.1	0.1	2.5	-11.8
CCc1c(C)sc(NC(=O)c2ccco2)c1C(=O)N1CCOCC1	.	-1.5	-28.2	-16.3[20 µM]	-6.3	-2.1	-25.1[fluorescence artefact?]	-0.9	-3.3
COC(C(=O)N/N=C(\C)CC(=O)Nc1ccc(Cl)cc1C)c1ccccc1 (stereo unspecified)	0.00154	-19.1	4.9	-25.4	-4.7	-2.5	-11.8	0.1	-5.7
COc1ccc(C2C(CC(=O)O)=C(Nc3ccccc3)C(=O)N2c2ccccc2)cc1 (stereo unspecified)	-2.55	3.2	-10.5	-16.0	-3.1	4.0	-8.0	3.4	8.1
Cc1ccc(NC(=O)CSc2nnc(CCC(=O)O)c(=O)[nH]2)cc1	0.969	-4.2	0.0	-16.6	3.5	8.3	-3.1	-0.5	-1.5
CNS(=O)(=O)c1ccc2c(c1)NC(=O)C1CCCN21 (stereo unspecified)	1.41	15.5	-27.2	-18.0	-9.3	.	-0.6[fluorescence artefact?]	2.5[fluorescence artefact?]	-10.2

Screening data deposited in PubChem BioAssay by several laboratories.
